Wnt bcat act: Wnt/beta-catenin pathway activation | Wnt/beta-catenin reporter cell assay, activator, plate reader | activation, % at 9.35 µM | 1.2% of 300,000 active | AID 743398; in the data active = activation above about 30%, passing the limit was not always enough;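 note: 0% = neutral control wells and 100% = positive control wells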
Starred values were filed as active, the others as inactive. An excerpt, so the mix of outcomes need not match the whole.

SMILES | Wnt bcat act
C[C@H]1CN([C@@H](C)CO)S(=O)(=O)c2ccc(-c3cccc(F)c3)cc2O[C@@H]1CN(C)C | -1
CCN(CC(=O)Nc1ccc(OC)cc1)C(=O)c1cccc(S(=O)(=O)N2CCN(c3ccccc3)CC2)c1 | -8
Cc1ccc([C@H]2C[C@H](O)[C@@H](n3cc(-c4ccc(F)cc4)nn3)CN2C(=O)c2cccs2)cc1 | 3
NC(=O)c1c(N)[nH]c(C(=O)c2ccccc2)c1-c1ccccc1 | -3
OC(c1ccc(Cl)cc1)c1ncc(-c2ccc(Oc3ccccc3)cc2)[nH]1 (centres undefined) | 0
COc1ccc2[nH]c(C(=O)Nc3ccc4c(c3)OCO4)cc2c1 | 20
CNc1cc(-c2cccc(OC)c2F)nc2ccnn12 | -2
COc1ccccc1CNC(=O)COC(=O)Cn1cnc2c1c(=O)n(C)c(=O)n2C | -1
Cc1c(C(=O)NCc2cccc(Cl)c2)sc(=O)n1Cc1ccc(C(=O)N(C)C)cc1 | -6
Cc1cc(C)c2cc(C#N)c(NCCNC(=O)c3cccnc3)nc2c1 | -2
CCCC(=O)N1CCCC1(C)C(=O)Nc1ccc(-n2cccc2)cc1 (centres undefined) | 0
COc1cc(NC(=O)Nc2nc(C(N)CCc3ccccc3)cs2)cc(OC)c1OC (centres undefined) | 11
O=C(Nc1ncccn1)c1cccc(Cl)c1 | -1
CCCCCC(=O)N1C[C@H](O)[C@@H](n2cc(-c3ccc(F)cc3)nn2)C[C@@H]1c1ccc(OC)cc1 | -2
O=C(Nc1ccc2c(c1)OCCO2)C1c2ccccc2OCC(=O)N1C1CC1 (centres undefined) | -1
COc1ccc(OC)c(CN2C(=O)CSCC2(C)C(=O)NC(C)C)c1 (centres undefined) | 2
COc1ccccc1S(=O)(=O)N(C)C[C@H]1Oc2cc(Br)ccc2S(=O)(=O)N([C@@H](C)CO)C[C@H]1C | -2
Cc1ccc(NC(=O)C2(C)CCN2C(=O)C2(c3ccc(Cl)cc3)CC2)cc1 (centres undefined) | 0
Cc1cc(/C=C2\NC(=O)NC2=O)c(C)n1-c1cccnc1 | 2
COc1ccc2c(c1)c[n+](C)c1c3cc(OC)c(OC)cc3ccc21 | 1
CCN(CC)C(=O)C1=C(C)N(Cc2ccccc2)C(=O)C(CC(=O)NCc2cccs2)C1 (centres undefined) | -1
O=C(O)C(=O)Nc1ncn[nH]1 | -7
O=Cc1ccc(/C=C2\c3ccccc3C(=O)N2c2ccccc2)o1 | -1
C[C@@H]1CN([C@@H](C)CO)C(=O)CCCn2nncc2CO[C@@H]1CN(C)S(=O)(=O)c1ccccc1F | 0
COCCNC(=O)C1CCCN(C(=O)Cc2ccc(F)cc2)CC1 (centres undefined) | -6
COc1ccc(Cc2c(-c3ccc(F)cc3)nc3ccc(C)cn23)c(C)c1 | 0
CCC/C=C/c1ccc(CN2C(CC(C)C)C(=O)N(Cc3cn(CC4CCCCC4)nn3)CCS2(=O)=O)cc1 (centres undefined) | 0
c1ccc(-c2cc3nc(NCC4CC4)nc(NCC4CCCCC4)c3s2)cc1 | -6
S=c1[nH]c2nc(Cl)c(Cl)nc2[nH]1 | -5
OCC[C@@H]1C[C@H](O)[C@@H](O)[C@]2(OCc3cc(Cl)ccc32)O1 | -1
O=C(Nc1cccc(C(F)(F)F)c1)c1csc([C@@H]2C[C@H](O)[C@@H](CO)O2)n1 | 0
O=C(Cn1cc2c(n1)CCCCC2)Nc1ccc(F)cc1F | 2
Cc1cc(=O)n2c(n1)NC(Nc1cccc(C)c1C)=NC2c1ccc(F)cc1 (centres undefined) | -1
CCOC(=O)C1=C(C(=O)OCC)C2N(Cc3ccc(C(F)(F)F)cc3)c3ccccc3[C@@]23C[C@@H](C(=O)OC)N(S(=O)(=O)c2cccs2)C3=N1 (some centres undefined) | -1
O=C(Cn1ccc(=O)[nH]c1=O)c1ccc([N+](=O)[O-])o1 | -5
COc1cccc(-c2cnc(C(O)c3ccc(Cl)c(Cl)c3)[nH]2)c1 (centres undefined) | 3
N#Cc1ccccc1S(=O)(=O)N1CCN(Cc2cc3c(cc2Br)OCCO3)CC1 | 6
COc1cc(-n2c(C)cc(O)cc2=O)ccc1Cl | 0
O=C(C(=O)N1CCC(Cc2ccccc2)CC1)c1cccc(Br)c1 | -4
N#C/C(C(N)=O)=C1/CCCN1Cc1ccccc1 | -5
CC(C)CC(=O)Nc1cccc(C(C)O)c1 (centres undefined) | 0
CCn1cc(C(=O)N2CCc3ccccc3C2)c(=O)c2cc(S(=O)(=O)N3CCCCC3)ccc21 | -3
COc1ccc2c(c1)[C@@H](NC(=O)c1ccncc1)[C@H](C)[C@H]2c1ccccc1 | -2
COc1ccc(Br)c(C(=O)OCC(=O)Nc2cc(C)on2)c1 | -2
C[C@@H]1CN([C@H](C)CO)C(=O)CCCn2cc(nn2)CO[C@H]1CN(C)C(=O)Nc1ccc(-c2cccs2)cc1 | -1
CC(C)C[C@H]1COc2cc(Br)ccc2S(=O)(=O)N1 | -2
CCOc1ccc(NC(=O)c2nn(-c3ccc(OC)cc3OC)c(=O)c3ccccc23)cc1 | 0
Cc1cc(NCC(=O)Nc2ccc(C)c(S(=O)(=O)N3CCOCC3)c2)ccc1Br | -1
CN(Cc1ccc(C(F)(F)F)cc1)C(=O)[C@H]1O[C@@H](n2cnc3c(N)ncnc32)[C@H](O)[C@@H]1O | -3
COc1ccc(CN2C(=O)C(CC(=O)NCCCN(C)C)CC(C(=O)N3CCCCCC3)=C2C)cc1 (centres undefined) | -2
CCOC(=O)C1=C[C@@H](C(C)C)N(S(=O)(=O)c2ccc(C)cc2)[C@H]1c1ccc(C(C)C)cc1 | -3
CCCCC(=O)Nc1ccc(Cl)cc1F | 6
OC(c1ccc(-c2ccccc2)cc1)c1ncc(-c2ccccc2F)[nH]1 (centres undefined) | -1
Cc1cc(C)n2[nH]c(=O)cc2n1 | -2
COc1cccc(-c2cc(C(=O)O)c3cc4ccccc4cc3n2)c1OC | -3
O=C(Nc1ccc(F)c(Cl)c1)c1ccc2sc([C@H]3C[C@H](O)[C@@H](CO)O3)nc2c1 | -3
COC(=O)c1cc2c(c3c4ccccc4n(S(C)(=O)=O)c13)C(=O)N(Cc1ccccc1)C2 | -6
COc1ccc2c(CN(C)Cc3ccccc3)cc(=O)oc2c1 | 16
Cc1cccc(C)c1NC(=O)C(c1ccc(C#N)cc1)n1c(=O)c(-c2cc3ccccc3[nH]2)nc2ccccc21 (centres undefined) | 0
COc1ccc(CN(C)C(=O)[C@H]2O[C@@H](n3ccc(=O)[nH]c3=O)[C@H](O)[C@@H]2O)cc1OC | -3
The listing continues.
SMILES | Wnt bcat act
CN1OC[C@@H]2CN(C(=O)Nc3ccccc3)[C@H](c3ccc(N4CCCCC4)cc3)C[C@@H]21 | -2
O=C1C(=O)N(CCCN2CCOCC2)C(c2cccs2)/C1=C(/O)c1ccc2c(c1)OCO2 (centres undefined) | 1
CC(=Cc1ccccc1)C=C1SC(=S)N(CCCC(=O)Nc2ccc(C(=O)O)cc2)C1=O | 11
CC1=C(C(=O)N(C(C)C)C(C)C)CC(CC(=O)NC2CCCCC2)C(=O)N1Cc1ccc(C(C)(C)C)cc1 (centres undefined) | -4
Cc1cn([C@H]2C[C@H](O)[C@@H](/C=C/C(=O)NCc3ccc4c(c3)OCO4)O2)c(=O)[nH]c1=O | -1
C=CCN1C(C(=O)OCC)CSCCS1(=O)=O (centres undefined) | -3
Cc1cc(C)c(S(=O)(=O)N(C)CC(=O)N2CCCC2)c(C)c1 | 0
O=C(CSc1n[nH]c(=O)n1CCc1ccccc1)NC1CCCC1 | -2
c1csc(CNc2ccn3nc(-c4ccc(OCCN5CCOCC5)cc4)cc3n2)c1 | 0
COc1cc(/C=C2\C(=O)NN(c3ccccc3)C2=O)ccc1OCC(N)=O | 4
C[C@H]1CN([C@@H](C)CO)C(=O)c2cc(C#CC3CCCC3)cnc2O[C@H]1CN(C)C(=O)Cc1ccccn1 | -3
O=C(O)c1ccsc1Cc1cccs1 | -4
CCc1nc2ccc(C(=O)NCc3ccc4c(c3)OCO4)cn2c1N(CC)Cc1cccc(Br)c1 | -2
COc1ccc(NC(=O)c2cc(-c3ccc(F)cc3OC)n[nH]2)c(C)c1 | -1
CN(C)c1ccc(-c2[nH][nH]c(=O)c2NC(=O)c2ccc3ccccc3n2)cc1 | -2
COCCCN1C(=O)C(CC(=O)NCC2CCCCC2)CC(C(=O)N2CCOCC2)=C1C (centres undefined) | -2
COc1ccc(C(=O)N2CCN(c3nc4cc(C)cc(C)c4cc3C#N)CC2)cc1 | -1
COc1cccc(-c2cccc3c2NC(=O)C3(C)Cc2cccc(F)c2)c1 (centres undefined) | -2
COc1ccc(N2C(=O)CC(NNc3nc4ccccc4s3)C2=O)cc1 (centres undefined) | 0
COC(=O)C1=C(C)N(CC(C)C)C(=S)NC1c1ccc(-c2ccccc2)cc1 (centres undefined) | -8
COc1ccc(C(C(=O)NCc2ccccc2)n2c(=O)c(-c3cc4ccccc4[nH]3)nc3ccccc32)cc1 (centres undefined) | 7
COc1cccc(-c2cc(C(=O)NC3CCCC3)c3ccccc3n2)c1 | 1
N#Cc1ccc(-c2nc3ccc(Cl)cn3c2Cc2ccsc2)cc1 | 6
CC(=O)c1nn(-c2ccccc2)cc1C(=O)c1ccc(C)cc1 | 0
COCOCCn1cc(CN2CCS(=O)(=O)N(Cc3ccc(-c4ccc(OC)nc4)cc3)C(C)C2=O)nn1 (centres undefined) | -2
CC(=O)N1CCN(c2ccc(N3CCN(Cc4ccccc4)[C@@H](C)C3)c(C)c2)[C@H](C)C1 | -4
Cc1ccc(CSc2nnc(-c3ccccn3)n2Cc2cccs2)cc1 | -3
Cc1c(C(=O)/C=C/c2ccccc2F)c2cc(O)ccc2n1C | -4
COCCCN(Cc1cc(OC)c(OC)c(OC)c1)C(=S)Nc1cccc(SC)c1 | -6
CSc1cccc(NC(=O)C2CCCN(S(C)(=O)=O)C2)c1 (centres undefined) | -2

Arranged by value in Wnt bcat act (high to low): 5 of the compounds above.
canonical_smiles | Wnt bcat act
COc1ccc(C(C(=O)NCc2ccccc2)n2c(=O)c(-c3cc4ccccc4[nH]3)nc3ccccc32)cc1 (centres undefined) | 7
N#Cc1ccc(-c2nc3ccc(Cl)cn3c2Cc2ccsc2)cc1 | 6
COc1cccc(-c2cc(C(=O)NC3CCCC3)c3ccccc3n2)c1 | 1
COc1cccc(-c2cccc3c2NC(=O)C3(C)Cc2cccc(F)c2)c1 (centres undefined) | -2
CC(=O)N1CCN(c2ccc(N3CCN(Cc4ccccc4)[C@@H](C)C3)c(C)c2)[C@H](C)C1 | -4

Returning to the listing, starting 2 compounds before the break.
SMILES | Wnt bcat act
COCCCN(Cc1cc(OC)c(OC)c(OC)c1)C(=S)Nc1cccc(SC)c1 | -6
CSc1cccc(NC(=O)C2CCCN(S(C)(=O)=O)C2)c1 (centres undefined) | -2
CC(C)C[C@@H](CN1CCCC1CN1C(=S)NC[C@@H]1Cc1ccccc1)N1C[C@H](Cc2ccc(O)cc2)N(CC2CCCCC2)C1=S (some centres undefined) | -5
CC1(Cc2ccccc2C#N)C(=O)Nc2ccc(OC(F)(F)F)cc21 (centres undefined) | 0
Cc1cc(=O)n2[nH]c(-c3sccc3-n3c(C)ccc3C)cc2n1 | 1
CCCCC[C@H](C)N1C[C@@H](COCc2ccccc2)Oc2cc(N3CCC[C@H]3COC)ccc2S1(=O)=O | -1
COC(=O)C1=C(C)N(Cc2ccccc2C(F)(F)F)C(=NCc2ccc(OC)cc2)NC1c1cccc(C(F)(F)F)c1 (centres undefined) | -12
COC(=O)c1cc2c(c3c4ccccc4n(S(=O)(=O)c4ccc(OC)cc4)c13)C(=O)N(Cc1ccccc1OC)C2 | -6
C[C@H](CO)N1C[C@H](C)[C@@H](CN(C)Cc2ccc(Cl)c(Cl)c2)OCc2cnnn2CCCC1=O | -2
CCCCc1c(-c2cccc(Br)c2)ncn1CCc1ccccc1OC | -10
CCOC(=O)C1(C)CCN1C(=O)c1ccc(OC)cc1 (centres undefined) | -1
COC(=O)N1C[C@H](O)[C@H](O)C[C@@H]1c1ccccc1Br | 6
CC(C)CC1C(=O)N(Cc2cn(Cc3ccco3)nn2)CCS(=O)(=O)N1Cc1ccc(-c2cccc(CO)c2)cc1 (centres undefined) | -6
CCNC(=O)N1C[C@H]2CON(C)[C@H]2C[C@H]1c1ccc(N2CCCCC2)cc1 | -6
O=S1(=O)N[C@@H](Cc2ccccc2)COc2cc(N3CCSCC3)ccc21 | -4
Cc1ccc(C)c(OCC(=O)N/N=C/c2ccc(N3CCOCC3)cc2)c1 | 0
CC(=O)N1CCC(C(=O)N2c3ccccc3N=C(c3ccc(C(F)(F)F)cc3)C2C(=O)NC(C)C)CC1 (centres undefined) | 6

Random excerpt: two entries already listed, in no set order.
SMILES | Wnt bcat act
S=c1[nH]c2nc(Cl)c(Cl)nc2[nH]1 | -5
COCOCCn1cc(CN2CCS(=O)(=O)N(Cc3ccc(-c4ccc(OC)nc4)cc3)C(C)C2=O)nn1 (centres undefined) | -2

The main list resumes with the 3 entries that preceded the break.
SMILES | Wnt bcat act
O=S1(=O)N[C@@H](Cc2ccccc2)COc2cc(N3CCSCC3)ccc21 | -4
Cc1ccc(C)c(OCC(=O)N/N=C/c2ccc(N3CCOCC3)cc2)c1 | 0
CC(=O)N1CCC(C(=O)N2c3ccccc3N=C(c3ccc(C(F)(F)F)cc3)C2C(=O)NC(C)C)CC1 (centres undefined) | 6
C[C@H]1CNC(=O)c2c(C(=O)N(C)Cc3ccccc3)ncn21 | -3
COc1ccc(N2c3ccccc3CN(Cc3ccccc3)[C@@H](C)[C@H]2Cc2ccc(-c3ccccc3)cc2)cc1 | -4
Brc1ccc2[nH]c3c(NCc4ccccn4)ncnc3c2c1 | 0
COC(=O)[C@@]12C[C@@H](CC(=O)N3CCCC3)C(=O)N(Cc3cccc4ccccc34)C1=CCC(C)(C)C2 | -15
COC(=O)c1cnc(Nc2nc(C(N)c3ccccc3Cl)cs2)nc1C(F)(F)F (centres undefined) | -5
CCOC(=O)C1(C)CCCCN1C(=O)c1ccc(N(C)C)cc1 (centres undefined) | -3
Cc1ccc(S(=O)(=O)N(CC(=O)NC2CC3CCC2C3)c2ccccc2)cc1 (centres undefined) | 1
CC(C)(C)S(=O)N1C[C@@H]2CC(=O)C=C2[C@H]1CCO (some centres undefined) | 0
Nc1ccn([C@@H]2O[C@H](CNCc3cc(Cl)ccc3OCc3ccc(Cl)cc3)[C@@H](O)[C@H]2O)c(=O)n1 | -3
